# KDM5B inhibitor = KDM5B demethylase inhibition; Q9UGL1; KDM5B demethylase, FDH-coupled NADH fluorescence (FDH is formaldehyde dehydrogenase); Potency, µM (titrated, usually from 57.7 µM), for the others: top-dose activity change, negative = inhibition, most hits filed as inhibitors; hit rate 2.6% among 220,000; active means well fitted inhibition curve with a large enough effect; inconclusive means small, poorly fitted or top-dose-only effect; inactive means no such curve, though single readings can be large or run the other way; further: 0% is about no effect; nearly all actives have a fitted effect of over 70% in size
# Target sequence (Q9UGL1 whole entry, looked up): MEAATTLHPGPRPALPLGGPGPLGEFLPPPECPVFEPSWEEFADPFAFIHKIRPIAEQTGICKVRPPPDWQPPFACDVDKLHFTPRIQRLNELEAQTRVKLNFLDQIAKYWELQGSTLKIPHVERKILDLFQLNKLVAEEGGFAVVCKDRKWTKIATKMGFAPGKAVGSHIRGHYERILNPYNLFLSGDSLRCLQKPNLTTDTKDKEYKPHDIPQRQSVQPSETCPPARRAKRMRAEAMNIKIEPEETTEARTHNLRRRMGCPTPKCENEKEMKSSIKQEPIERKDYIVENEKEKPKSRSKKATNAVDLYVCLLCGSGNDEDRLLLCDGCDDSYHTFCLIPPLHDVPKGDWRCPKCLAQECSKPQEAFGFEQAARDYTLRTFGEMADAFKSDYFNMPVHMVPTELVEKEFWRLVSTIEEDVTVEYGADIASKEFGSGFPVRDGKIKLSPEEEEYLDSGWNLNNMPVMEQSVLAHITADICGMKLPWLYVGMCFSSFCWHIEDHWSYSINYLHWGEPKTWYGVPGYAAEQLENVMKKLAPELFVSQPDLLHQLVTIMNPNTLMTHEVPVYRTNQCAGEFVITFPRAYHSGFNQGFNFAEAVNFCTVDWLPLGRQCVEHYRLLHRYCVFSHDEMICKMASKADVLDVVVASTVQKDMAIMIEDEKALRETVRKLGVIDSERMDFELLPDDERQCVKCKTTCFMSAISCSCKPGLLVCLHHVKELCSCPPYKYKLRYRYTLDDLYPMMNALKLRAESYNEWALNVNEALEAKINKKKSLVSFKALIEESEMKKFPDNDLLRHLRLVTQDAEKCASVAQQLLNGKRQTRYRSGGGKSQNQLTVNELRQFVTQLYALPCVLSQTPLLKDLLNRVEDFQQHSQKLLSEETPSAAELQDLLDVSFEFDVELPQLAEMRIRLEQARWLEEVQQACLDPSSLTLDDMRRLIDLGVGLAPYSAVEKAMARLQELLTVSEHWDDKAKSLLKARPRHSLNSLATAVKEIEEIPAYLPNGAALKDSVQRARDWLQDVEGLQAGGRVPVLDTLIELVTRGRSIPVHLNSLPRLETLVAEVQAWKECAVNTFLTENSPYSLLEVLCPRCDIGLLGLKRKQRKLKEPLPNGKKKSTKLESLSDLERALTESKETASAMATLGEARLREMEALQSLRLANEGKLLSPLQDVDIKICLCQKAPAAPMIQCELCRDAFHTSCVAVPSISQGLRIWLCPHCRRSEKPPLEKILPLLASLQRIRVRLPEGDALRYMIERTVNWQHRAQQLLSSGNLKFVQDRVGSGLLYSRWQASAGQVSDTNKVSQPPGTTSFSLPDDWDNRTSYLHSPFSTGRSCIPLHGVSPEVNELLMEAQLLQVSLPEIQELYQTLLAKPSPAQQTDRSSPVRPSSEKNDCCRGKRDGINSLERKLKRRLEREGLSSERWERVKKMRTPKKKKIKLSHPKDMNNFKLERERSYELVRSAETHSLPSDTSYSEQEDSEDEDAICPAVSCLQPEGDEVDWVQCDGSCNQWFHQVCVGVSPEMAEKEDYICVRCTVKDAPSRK
#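 Compound dilutions met 200 nM (final) KDM5BΔAP for 10 min at room temperature before substrate addition. The substrate mix held 12.5 µM H3K4me3 with cofactors 25 µM α-ketoglutarate and 50 µM Fe²⁺. NADH signal gain over 30 min defined activity.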
# * marks the source's active call; other numbers are inactive results; ? = inconclusive; [ ] = dose if it differs, or a comment. Potency means the concentration at half of the fitted maximal effect. The list is partial, so the mix of outcomes need not match the whole.
KDM5B inhibitor	compound
-9%[86.2 µM]	COc1ccc(-c2cnc([C@@H]3COCCN3Cc3ccc(C)cc3)[nH]2)cc1
?	Cc1oc(-c2nc(C#N)c(NC(C)c3ccccc3)o2)cc1S(=O)(=O)N(C)C (stereo not drawn)
-14%	CCc1ccc(CN2C[C@@H]3C(=O)N(Cc4ccc5c(c4)OCO5)C(=O)[C@@H]3C2)cc1
3%	COc1ccc(NC(=O)CSc2nccn2-c2cccc(C(F)(F)F)c2)cc1
?	CN(Cc1ccccc1)C(=O)C1CCCN1S(=O)(=O)c1ccc2c(c1)n(C)c(=O)c(=O)n2C (stereo not drawn)
?	O=C(C1CCCO1)N1CCN(c2nc(-c3cccnc3)nc3c2CNC3)CC1 (stereo not drawn)
0%	O=C(NCCc1ccccc1)C(=O)NCC(c1ccc2c(c1)OCO2)N1CCOCC1 (stereo not drawn)
?	CCCOc1ccc(OC(=O)c2ccc(-c3ccc(CCC)cn3)cc2)cc1
-5%	Cc1ccccc1CSc1nnc2[nH]c(=O)cc(C)n12
?	O=C(c1ccc2c(c1)OCO2)N1CCC2(CC1)CC(c1ccccc1)=NO2
30%	CCOC(=O)NCc1cccc(CNC(=O)OCC)c1
-11%	COCCN1C(=O)[C@H]2CN(Cc3ccc(OC)cc3)C[C@H]2C1=O
19%	CC(C)c1nnc(C2CN(C(=O)c3cccc(Br)c3)CC23CCOCC3)o1 (stereo not drawn)
2%	CC(C)NC(=O)N1CCN(S(=O)(=O)c2ccccc2)[C@@H](C(=O)N[C@H](Cc2c[nH]c3ccccc23)C(N)=O)C1
40µM*	C[S+](=O)([O-])N1CC2(CCN(C(=O)CCC(=O)O)C2)Cc2ccccc21 (stereo not drawn)
-15%[86.2 µM]	COCCNC(=O)c1ccc2c(c1)OCCN(c1ccccc1)C2
-11%	Cc1ccc(-c2nnc3c4ccccc4c(-c4ccccc4)nn23)cc1
7%	C/C(=N\NC(=O)Nc1ccccc1)c1ccc(Br)cc1
-5%	CCOC(=O)C1C(=O)C=C(c2ccc(C)cc2)CC1c1ccc(Cl)cc1 (stereo not drawn)
-5%[115 µM]	COc1ccc(CC(=O)N2CNC(=O)C23CCN(C(=O)[C@@H](N)c2ccccc2)CC3)cc1
?	CCOCCCNc1ncnc2c1CN(C1CCNCC1)C(=O)CN2C
-14%	Fc1ccc(CNC(=S)NCCc2cccc(Cl)c2)cc1
-11%	COc1cccc2c1OCCCN(C(=O)c1ccc(C3CCCNC3)cc1)C2 (stereo not drawn)
-14%[86.2 µM]	O=C1Cc2c(-c3ccc4c(c3)OCO4)n[nH]c2CN1Cc1ccccc1
-16%	COc1ccccc1C(=O)N1CCN(C(=O)c2nnn3c2COC(c2ccc(C)cc2)C3)CC1 (stereo not drawn)
?	COc1ccccc1CNCc1ccc(OC)c2ccccc12
-23%	COc1ccc(-c2ccc3c(c2)C(=O)N2CC[C@H](NC(=O)C4CCNCC4)C[C@H]2C(=O)N3)c(OC)c1
6%	COc1ccc(-c2nc3cc(C)ccn3c2NC(=O)c2c(F)cccc2Cl)cc1
8%	COC(=O)c1c(NC(=O)COc2cc(C)c(Cl)c(C)c2)sc2c1CCCC2
-30%	Cc1cccc(N2N=C(C(=O)Nc3ccc(C)c(S(=O)(=O)N4CCCCCC4)c3)CCC2=O)c1
15%	COc1ccccc1C1CC(=O)Nc2c(-c3ccccc3)nsc21 (stereo not drawn)
-19%	CCOC(=O)c1ccc(Nc2nc3ccccc3nc2NS(=O)(=O)c2ccc(OC)cc2)cc1
?	CNC(=O)c1cccc(-n2c(C)nc3cccnc32)c1C
-4%	COc1ccc(NC(=O)c2ccc3c(c2)sc2nc(-c4ccc(OC)cc4)cn23)cc1
-43%	CCOCC(=O)N[C@@H]1CN(Cc2ccccc2)C[C@H]1CN(C)C
7%	O=c1oc2ccc(Cl)cc2cc1-c1csc(Nc2ccccc2)n1
-3%	CC(C)(C)c1ccc(C(=O)NC(Nc2ccc(Br)cc2)C(Cl)(Cl)Cl)cc1 (stereo not drawn)
-16%	CC(Sc1ccccn1)C(=O)NC(C)c1ccc(F)cc1 (stereo not drawn)
?	O=C(NCc1ccccc1)NC[C@H]1Cn2c(-c3ccc4c(c3)OCO4)cnc2CO1
-15%	Cc1ccc(N(C)C(=O)c2noc3c2CCCCC3)cc1C

# Reformatted bar-delimited: entries from further up.
Structure | KDM5B inhibitor
O=C1Cc2c(-c3ccc4c(c3)OCO4)n[nH]c2CN1Cc1ccccc1 | -14%[86.2 µM]
CC(C)(C)c1ccc(C(=O)NC(Nc2ccc(Br)cc2)C(Cl)(Cl)Cl)cc1 (stereo not drawn) | -3%

# Four records drawn at random from those above, as already listed:
KDM5B inhibitor	compound
-4%	COc1ccc(NC(=O)c2ccc3c(c2)sc2nc(-c4ccc(OC)cc4)cn23)cc1
15%	COc1ccccc1C1CC(=O)Nc2c(-c3ccccc3)nsc21 (stereo not drawn)
?	CNC(=O)c1cccc(-n2c(C)nc3cccnc32)c1C
-43%	CCOCC(=O)N[C@@H]1CN(Cc2ccccc2)C[C@H]1CN(C)C

# Continued:
KDM5B inhibitor	compound
-37%	Cc1cn2nc(C(=O)NCc3cccc(C(F)(F)F)c3)cc2c(=O)[nH]1
-5%	Cc1ccc(NC(=O)N[C@@H]2C=C(C(=O)N[C@@H](Cc3cccs3)C(N)=O)C[C@@H](O)[C@@H]2O)cc1
-17%	CCOCC(=O)NC1CCN(c2cnn(C)c(=O)c2)CC1
19%[86.2 µM]	CC[C@H]1CN(C(=O)NC(C)C)CC[C@H]1CC(=O)Nc1ccccc1
?	CCOC(=O)C1(Cc2ccc(Cl)cc2)CCN(Cc2ccc(OC)cc2O)CC1
35%	CCCCCCNC(=O)CCNC(=O)c1cccc(C)c1
-6%	COc1ccc(C)cc1NC(=O)c1noc2c1CSc1ccccc1-2
-21%	CC(C)CCNc1ncnc2c1cnn2-c1cccc(Cl)c1
-15%	CCN1CCN(c2cc(C)c3cc(NC(=O)/C=C/c4cccc(OC)c4OC)ccc3n2)CC1
-10%	O=C(CC1CCN(S(=O)(=O)c2cccs2)C1)NCc1ccccc1 (stereo not drawn)
-3%	CCOc1cc(C2c3c(oc4ccc(F)cc4c3=O)C(=O)N2Cc2ccco2)ccc1O (stereo not drawn)
-22%	CCn1c(=O)c2sccc2n2c(CCC(=O)N3CCN(c4ccccc4OC)CC3)nnc12
-4%	CCOc1ccc(-c2nc(CN3CCN(C(=O)NC4CCCCC4)CC3)c(C)o2)cc1
8%	Cc1ccc2nsnc2c1S(=O)(=O)N[C@@H]1CC[C@@H](N)C1
35µM*	COc1ccc(CN2CCC3(CC2)CC(=O)c2ccccc2O3)cc1
5%	CCn1c(CC2C(=O)N(C)c3ccccc32)nc2ccccc2c1=O (stereo not drawn)
-27%	CC(=O)N1CCc2cc(Br)cc(S(=O)(=O)CCC(=O)NCCc3ccc(Cl)cc3)c21
22%	COc1ccc(CCNC(=O)c2ccc(NC(=O)CC3SC(N4CCCC4)=NC3=O)cc2)cc1 (stereo not drawn)
-5%	CC(C)CN(CC1CN(C(=O)Nc2cccc(Cl)c2)CCO1)C(=O)c1ccccc1 (stereo not drawn)
-2%	COc1ccc(OCCn2nnc3sc4c(c3c2=O)CCCC4)cc1
?	CC(Oc1cccc(Cl)c1)C(=O)NCc1nnc2ccc(-c3ccccc3)nn12 (stereo not drawn)
-6%	O=S(=O)(c1ccccc1Cl)N1CC(c2nc(Cc3ccccc3)no2)C1
?	COC(=O)C1=C(C)N=C2SC=C(CC(=O)N3CCCC3)N2C1c1cc(OC)ccc1OC (stereo not drawn)
-1%	COc1ccccc1Oc1ccc(S(=O)(=O)N2CCCCC2C)cc1 (stereo not drawn)
8%	COc1ccc(S(=O)(=O)N2CCCC(C(=O)NCc3ccccc3)C2)cc1 (stereo not drawn)
27%	CCCc1nc2nc(C)cc(Nc3c(C)cc(C)cc3C)n2n1
-10%[86.2 µM]	CCOC(=O)c1cccc(NC(=O)N2CC[C@@H](CC(=O)NCCSC)[C@@H](CC)C2)c1
-15%	CN(C)Cc1cn(C[C@H]2C[C@@H](NC(=O)c3nc4ccccc4s3)[C@H](O)[C@@H]2O)nn1
17%	CCC(CC)NC(=O)C1CCN(C2=NS(=O)(=O)c3ccccc32)CC1
3%[86.2 µM]	C=CCNC(=O)[C@@H]1Cc2cn(Cc3ccncc3)c3cccc(c23)[C@H](CC(C)C)N1
18%	CCCCC(=O)Nc1nc(-c2ccc(F)cc2NC(C)=O)cs1
-27%	CCN(CC)CCCNC(=O)c1cn(CC)c2ccc(S(=O)(=O)N3CCc4ccccc4C3)cc2c1=O
11µM*	Cc1cc(-c2cc3[nH]ccc3c(C(=O)NCc3c(C)cc(C)[nH]c3=O)n2)ccn1
?	Cc1ccsc1C(=O)N1CCCC(CN2CCCC2)CC1 (stereo not drawn)
83%[activator]	COc1cc(OC)c2cc(C(=O)NC(C)C(=O)Nc3nc(C)cs3)n(C)c2c1 (stereo not drawn)
2%	CCOc1ccc(NC(C)=O)c(N)c1
-5%	O=C(Cc1ccc2c(c1)OCCCO2)NC1CCCc2c1[nH]c1c(Cl)cccc21 (stereo not drawn)
-15%	CCn1cc(S(=O)(=O)N2CCCCC2c2nc(CCOc3ccc(F)cc3)no2)cn1 (stereo not drawn)
15%	Cc1cc(C)n(Cc2cc(C(=O)N(C)CCOc3ccccc3)n[nH]2)n1
2%	COc1ccc(-n2ncc(C(=O)N3CCN(Cc4ccccc4)CC3)c2C2CCN(C(=O)OC(C)(C)C)CC2)cc1
?	Cc1c(CCC(=O)O)c(=O)oc2cc(OCc3cccc(F)c3)ccc12
-24%	COc1ccc(-c2c(C)oc3cc(OCCN4CCN(CCO)CC4)ccc3c2=O)cc1
-32%	O=C(CCC[C@@H]1[C@H]2CCCN3CCC[C@@H](CN1C(=O)CCc1ccccc1)[C@@H]23)N1CCOCC1
?	CCC(=O)Nc1ccccc1-c1nc2ccccc2n(C(CC)C(=O)Nc2cccc(Cl)c2)c1=O (stereo not drawn)
25%	CC(C)=CC(=O)N(C)C(C)c1cccc([N+](=O)[O-])c1 (stereo not drawn)
2%	CN(Cc1cccnc1)C(=O)[C@H]1CN(Cc2ccccc2)C[C@H]1C(=O)O
2%	CCOC(=O)c1c(C)[nH]c(C(=O)Cn2cnc3ccccc3c2=O)c1C
2%	CCOC(=O)c1c(C)sc(-c2c(-c3ccc(OC)c(F)c3)[nH]c3[nH]c(=O)[nH]c(=O)c23)c1O
5%	Cc1ccc(NC(=O)/C(C#N)=C\c2ccc(-c3ccc(Cl)cc3)o2)c(C)c1
?	O=C(Nc1ccc(F)c(Cl)c1)c1cnc(N2CCCCC2)c2ccccc12
15%	NC(=O)c1ccc(OCc2coc(-c3cccc(F)c3)n2)cc1
-12%	O=C(Nc1cccc(S(=O)(=O)N2CCCC2)c1)c1cc(=O)c2ccccc2o1
9%	CNC(=O)NC(=O)COc1c(Cl)cc(Cl)c2ccc(C)nc12
-5%	O=C(Cc1cccnc1)NC1CCN(c2cnn(CC3CC3)c(=O)c2)CC1
-4%	O=S(=O)(NC1CC1)c1ccc(Cl)cc1F
16%	OCCCCCCCCCCC[n+]1ccccc1
0%	COc1ccc2c(c1)O/C(=C\c1ccccc1O)C2=O
-2%	CCOc1cc2c(cc1NC(=O)CC1C=CCC1)OC(C)C2 (stereo not drawn)
21%	CS(=O)(=O)Cc1ccc(C(=O)Nc2ccc(F)c(F)c2)cc1
-15%[86.2 µM]	COc1nc2nc(CCc3ccccc3)n(C)c2cc1-c1cncnc1

# Remaining list, next part:
KDM5B inhibitor	compound
-9%	Cc1ccc(NC(=O)Cn2cc(C(=O)C3CCCCC3)c3ccccc32)cc1
-1%	COc1ccc(C(=O)C2CCCN(S(=O)(=O)c3ccccc3F)C2)c(C)c1 (stereo not drawn)
-13%	Cc1ccc2c(c1)Oc1cc(Cl)c(S(=O)(=O)N(C)C)cc1C(=O)N2
-11%	Cc1cccc(N2C(=O)CS(=O)(=O)C23C(=O)N(C)c2ccccc23)c1 (stereo not drawn)
-10%	O=C(Nc1sc2c(c1C(=O)NCc1ccccc1)CCCC2)c1cc(=O)c2ccccc2o1
-2%	CS(=O)(=O)Oc1ccc2c(c1)O/C(=C\c1ccc(-c3ccccc3)cc1)C2=O
11%	COc1ccc(NC(=O)Cn2cnnn2)c(NC(=O)C(C)C)c1
?	CCCN(CCC)CCCNC(=O)c1cc2c(=O)n(C)c3ccccc3c2s1
25%	CC(=O)NCCCc1nc2ccccc2n1Cc1c(F)cccc1Cl
-1%	CC(C)Nc1ccc(-c2nc(-c3ccccn3)no2)cc1[N+](=O)[O-]
0%	CCOc1cccc(CNC(=O)CC2CCOCC2)c1
8%	CN(Cc1nc2scc(-c3ccc(F)cc3)c2c(=O)[nH]1)Cc1cccs1
7%	Cc1cc(OCC(=O)c2ccc3c(c2)N(CC(=O)NCC2CC2)C(=O)CO3)ccc1Cl
-22%	COc1ccccc1CNC(=O)CSc1ncc(S(=O)(=O)c2ccc(C)c(Cl)c2)c(=O)[nH]1
?	CN1[C@@H](CCC(=O)N2CCN(c3ccccc3)CC2)CNC(=O)[C@@H]2[C@H]1CCN2Cc1ccc(CO)o1

# Copied from the list:
# Result for `CCn1cc(S(=O)(=O)N2CCCCC2c2nc(CCOc3ccc(F)cc3)no2)cn1` (stereo not drawn) under KDM5B inhibitor: -15%
# Result for `Cc1cc(C)n(Cc2cc(C(=O)N(C)CCOc3ccccc3)n[nH]2)n1` under KDM5B inhibitor: 15%

# Another view of some results above.
molecule: COc1ccccc1CNC(=O)CSc1ncc(S(=O)(=O)c2ccc(C)c(Cl)c2)c(=O)[nH]1
  KDM5B inhibitor: -22%

molecule: CN1[C@@H](CCC(=O)N2CCN(c3ccccc3)CC2)CNC(=O)[C@@H]2[C@H]1CCN2Cc1ccc(CO)o1
  KDM5B inhibitor: ?
